Source: PubChem BioAssay (National Center for Advancing Translational Sciences (NCATS))
Epigenetic reg = regulators of epigenetic silencing causing reporter derepression in mouse cells | murine LDR cells, GFP reporter derepression, 30 h | Potency, µM (highest dose often 53.9 µM), inactives show at the top dose GFP activation, most hits filed as activators | 280,000 tested, 0.2% active; further: potency means the concentration at half of the fitted maximal effect; % of control where 0% means no effect; nearly all actives have a fitted effect of over 60% in size
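Readout is the number of GFP-expressing murine LDR cells, counted by cytometry following washing. Cells were treated with compound for 30 h at 37 C; the stably integrated CMV-GFP locus is normally silent.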
CBFb RUNX1 block = blocks binding between human CBF-beta and RUNX1; Q01196+Q13951; AlphaScreen CBFb-His/RUNX1-biotin binding, biochemical; Potency, µM (top dose mostly 59.8 µM), inactives show at the highest dose activity, negative = inhibition, actives largely listed as inhibitors; 230,000 tested, under 10 active; further: % of control where 0% means no effect
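Compounds were screened at multiple concentrations against a preformed CBF-beta(His)/RUNX1(biotin) complex (30 nM of each) for 15 min at room temperature, followed by 90 min with nickel and streptavidin beads and AlphaScreen reading.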
HTT aggregate = reduces HttQ103-GFP aggregates in PC12 cells. PC12 HttQ103-GFP aggregates, Acumen cytometry, 40 h. AID 1688. 220,000 tested, 1.1% active. Potency, µM (series often up to 46.1 µM), for inactives: top-dose activity change, negative = inhibition, actives largely listed as inhibitors; further: potency means the concentration at half of the fitted maximal effect; on the % scale 0 is the no-effect control and ±100 the full control effect; nearly all actives have a fitted effect of over 60% in size
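PC12/HTTQ103-GFP, ecdysone-inducible; teb 100 nM; cpd qHTS titration; GFP aggregates read on laser cytometer, Ex 488/Em 500-530 nm.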
NPSR antag = antagonists of human neuropeptide S receptor cAMP signaling. Potency, µM (highest dose often 38.3 µM), inactives show top-dose activity change, negative = inhibition, usual class: inhibitors. AID 1461. CHO-NPSR cells, cAMP TR-FRET, antagonist mode. 220,000 tested, 1% active; further: potency means the concentration at half of the fitted maximal effect; on the % scale 0 is the no-effect control and ±100 the full control effect; nearly all actives have a fitted effect of over 50% in size; many of its hits are not listed in these tables
KinaseGlo FLuc = Kinase-Glo luciferase inhibition (counter-screen); Kinase-Glo luciferase, ATP luminescence, 8 min; Potency, µM (highest dose often 38.3 µM), inactives show top-dose activity change, negative = inhibition, hits mostly inhibitors; 200,000 tested, 0.28% active; further: potency means the concentration at half of the fitted maximal effect; on the % scale 0 is the no-effect control and ±100 the full control effect; nearly all actives have a fitted effect of over 60% in size
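Light output from Kinase-Glo luciferase with luciferin and 10 uM ATP in 50 mM imidazole pH 7.2, KCl, MgCl2, Tween 20, BSA; compound pin-delivered, 8-min ambient incubation, then luminescence read.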
L3MBTL1 inh = L3MBTL1 (human) inhibition; Q9Y468; AlphaScreen L3MBTL1–H3K9me1 peptide binding; Potency, µM (top dose mostly 57.1 µM), for inactives: top-dose activity, negative = inhibition, hits mostly inhibitors; 230,000 tested, 0.66% active; AID 485360; further: potency means the concentration at half of the fitted maximal effect; on the % scale 0 is the no-effect control and ±100 the full control effect; nearly all actives have a fitted effect of over 60% in size
Target sequence (Q9Y468 whole entry, looked up): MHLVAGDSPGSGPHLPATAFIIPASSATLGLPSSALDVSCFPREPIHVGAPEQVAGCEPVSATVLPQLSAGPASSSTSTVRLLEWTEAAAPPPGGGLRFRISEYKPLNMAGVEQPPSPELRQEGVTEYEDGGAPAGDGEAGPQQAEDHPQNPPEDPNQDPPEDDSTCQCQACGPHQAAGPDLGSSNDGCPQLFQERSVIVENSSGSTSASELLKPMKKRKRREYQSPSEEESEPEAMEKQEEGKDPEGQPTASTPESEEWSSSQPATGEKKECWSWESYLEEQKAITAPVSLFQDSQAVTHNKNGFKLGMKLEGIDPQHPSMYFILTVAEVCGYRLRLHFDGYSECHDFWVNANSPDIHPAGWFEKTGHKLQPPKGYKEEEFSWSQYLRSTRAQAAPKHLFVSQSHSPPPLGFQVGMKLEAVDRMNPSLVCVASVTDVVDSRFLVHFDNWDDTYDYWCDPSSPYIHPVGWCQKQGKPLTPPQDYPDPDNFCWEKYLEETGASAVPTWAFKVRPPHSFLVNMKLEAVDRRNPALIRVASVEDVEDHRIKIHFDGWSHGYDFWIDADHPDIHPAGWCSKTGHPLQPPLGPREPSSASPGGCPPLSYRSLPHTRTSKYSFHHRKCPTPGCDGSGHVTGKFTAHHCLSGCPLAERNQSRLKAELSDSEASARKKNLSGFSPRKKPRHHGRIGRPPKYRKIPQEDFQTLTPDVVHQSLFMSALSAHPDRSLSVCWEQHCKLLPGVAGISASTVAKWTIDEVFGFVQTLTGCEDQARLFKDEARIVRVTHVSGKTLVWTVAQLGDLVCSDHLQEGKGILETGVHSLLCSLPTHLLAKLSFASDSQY
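First, the protein-peptide complex forms for 30 min at room temperature (L3MBTL1 50 nM, biotinylated H3K9me1 peptide 75 nM). Next, compounds are pin-transferred and incubated 30 min. Finally, AlphaScreen beads are added and read after 30 min.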
IMPase Li inh = cell-permeable IMPase inhibitors with lithium potentiation | CHO-M1 cells, IP1 TR-FRET (IP-One), carbachol + lithium | Potency, µM (highest dose often 59.4 µM), for inactives: at the highest dose activity, negative = IMPase inhibition, actives largely listed as inhibitors | 210,000 tested, 0.35% active | AID 1457;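 further: IP1 builds up when IMPase is blocked and the TR-FRET signal falls; potency means the concentration at half of the fitted maximal effect; plate controls were basal vehicle for no effect and high inhibitor control for full effect; nearly all actives have a fitted effect of over 50% in size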
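Concentration–response in CHO-M1 cells, lithium-potentiated; 30 min at 37C. IP1 detected by competitive TR-FRET after 10 min lysis at RT. Hill-fitted AC50.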
Starred values were filed as active, the others as inactive; ? = inconclusive; / = no result given; & = joins results of further samples; [ ] = dose if it differs, or a comment. The call rests on the fitted dose curve; in most records, active means well fitted curve in the direction sought with a large enough effect; inconclusive means small, poorly fitted or top-dose-only effect, or another doubt; inactive means no such curve, though single readings can be large; an effect the other way counts as inactive or inconclusive. The list is partial; the hit share may differ from the screen's.

cpd	Molecule	CBFb RUNX1 block	NPSR antag	Epigenetic reg	IMPase Li inh
1	C/C(=N\NC(=O)c1ccccc1)c1ccc(NC(=O)c2cccs2)cc1	3%	-16%[46.1 µM]	0.9%	/
2	COc1ccc(OC)c(C2C3=C(CCCC3=O)Nc3c2c(=O)n(C)c(=O)n3C)c1 (configuration not stated)	5%	-6%[46.1 µM]	-1.0%	17%[38.3 µM]
3	Cc1cc(=O)oc2c(C(=O)c3ccccc3)c(OCC(N)=O)ccc12	2%	-4%	2.1%	/
4	O=C1c2cccc3c(N4CCOCC4)c([N+](=O)[O-])cc(c23)C(=O)N1c1cccc2ccccc12	2%	-14%	-1.8%	-1%
5	C=COC(=O)c1sc2nc(C)cc(C)c2c1N	10%	35%	-1.0%	/
6	O=C(CSc1nnc(Cc2ccc(Cl)cc2)o1)Nc1ccccc1	4%	6%	-0.1%	-1%
7	O=c1[nH]c(CN2CCN(c3ccc(F)cc3)CC2)nc2ccccc12	-1%	-6%[46.1 µM]	-0.9%	-5%[38.3 µM]
8	Cc1c(=O)n(OCc2ccc(Cl)cc2)c2ccccc2[n+]1[O-]	-4%	-4%	146%	6%
9	CC(CCCCC(=O)Nc1ccc(C(F)(F)F)cc1)NCCc1cnc[nH]1 (configuration not stated)	9%&0%	5%	0.8%&0.0%	5%
10	CCOC(=O)c1c(NC(=S)Nc2cc([N+](=O)[O-])ccc2OC)sc2c1CCCCC2	-11%	-25%	-1.0%	-4%
11	CC1CN(C(=O)c2cccs2)CC(C)O1 (configuration not stated)	-1%	18%	-4.8%	-13%
12	CCOC(=O)NC(=O)C(=CNc1ccccc1OC)C(=O)NC(=O)OCC	7%	-5%	-1.0%	3%

cpd	KinaseGlo FLuc	HTT aggregate	L3MBTL1 inh
1	/	-3%	-6%
2	-1%	-9%	-1%
3	/	11%[9.22 µM]	1%
4	-5%	-10%	?
5	/	19%[9.22 µM]	13%
6	1%	9%	-2%[11.4 µM]
7	-4%	1%	1%
8	-4%	1%[9.22 µM]	-6%
9	/	/	/
10	5%	-16%	-4%
11	-4%	3%	/
12	11%	-20%	5%

(more compounds)
cpd	Molecule	CBFb RUNX1 block	NPSR antag	Epigenetic reg	IMPase Li inh
13	Cc1c(/C=C/C(=O)c2cccs2)cnn1C	-3%	-13%[46.1 µM]	-1.2%	6%
14	Cc1c(NC(=O)C(C)OC(=O)c2cccc(S(=O)(=O)N(C)C)c2)c(=O)n(-c2ccccc2)n1C (configuration not stated)	7%	12%	-0.5%	1%
15	CCOc1ccccc1C(=O)NC1CC2CCCC(C1)N2Cc1ccccc1 (configuration not stated)	13%	1%[46.1 µM]	1.2%	19%
16	CC(C)CN(C(=O)COC(=O)c1ccc2ccccc2n1)C1CCS(=O)(=O)C1 (configuration not stated)	0%	-4%	5.1%	8%
17	O=c1cc(N2CCc3ccccc3C2)[nH]c(=O)n1C1CCCCC1	1%	-5%[46.1 µM]	-1.1%	-13%[38.3 µM]
18	O=C1c2ccsc2SCCN1Cc1ccccc1Cl	4%	-13%[46.1 µM]	-0.7%	-4%[38.3 µM]
19	CCN(CC)CCCNc1nc(N)c([N+](=O)[O-])c(NCCO)n1	5%	58%	0.8%	/
20	Cc1ccc(C)c(/C=N/Nc2nc3ccccc3c(=O)n2O)c1	5%	-7%	-0.4%	/
21	O=C(CCc1nc2ccccc2[nH]1)Nc1ccc(F)cc1	10%	-8%[46.1 µM]	1.1%	16%[38.3 µM]
22	COCCN1C=C(C(=O)OC)C(c2ccc(OC)c(OC)c2)C(C(=O)OC)=C1	2%	-2%[46.1 µM]	1.3%	-10%[38.3 µM]
23	CCOc1cc(C2C(C#N)=C(N)Oc3n[nH]c(-c4ccncc4)c32)cc([N+](=O)[O-])c1O (configuration not stated)	/	-24%	-5.1%	14%
24	COc1ccc(OC)c(S(=O)(=O)Nc2cccc(-c3ccc4nncn4n3)c2)c1	-4%	-11%	-4.3%	10%

cpd	KinaseGlo FLuc	HTT aggregate	L3MBTL1 inh
13	4%	12%	-2%
14	2%	8%	13%
15	-2%	-19%	-5%
16	1%	23%	3%
17	-3%	-11%	7%
18	12%	?	/
19	/	2%[9.22 µM]	-4%
20	/	10%[9.22 µM]	/
21	-1%	23%	6%
22	-1%	-1%	9%
23	-3%	-9%	/
24	0%	20%	6%

Additional results
cpd	Molecule	CBFb RUNX1 block	NPSR antag	Epigenetic reg	IMPase Li inh
25	CCN(CC)C(=O)c1ccc(C)c(Br)c1	9%	7%[46.1 µM]	0.9%	0%
26	O=C1NCC2=C1C(c1ccc(Br)cc1)Nc1ccccc1N2 (configuration not stated)	-4%	0%[46.1 µM]	-1.3%	8%[38.3 µM]
27	Cc1cccc(CSc2nc3c(c(=O)[nH]2)CCC3)c1	2%	5%	3.2%&-1.6%	1%
28	Cc1cccc(CSc2nc3c(c(-c4cccs4)c2C#N)CN(C)CC3)c1	-24%	-37%	3.8%	4%
29	Cc1ccc(CN2CCN(/N=C/c3ccc(C(=O)O)cc3)CC2)c(C)c1	-4%	-22%	-3.4%	3%
30	O=C(c1cc(C2CC2)on1)N1CCN(c2ccccc2)CC1	-10%	?	-0.1%	15%[38.3 µM]
31	N#Cc1nc(COc2ccc(Br)cc2)oc1N1CCCC1	?	?	-2.8%	6%[38.3 µM]
32	COc1ccc(OCC(=O)N/N=C2\CCCc3ccccc32)cc1	-3%	-14%[46.1 µM]	-0.9%	/
33	Cc1ccc(S(=O)(=O)NC2=NCCCCC2)cc1	-1%	17%	1.0%	7%
34	Cc1cccc(NC(=S)N/N=C/c2cccn2Cc2ccc(F)cc2)c1	?	-27%	-3.6%	15%
35	O=c1c2[nH]c3ccccc3c2ncn1C1CCCCC1	6%	-22%[46.1 µM]	0.2%	-9%[38.3 µM]
36	Cc1ccc(CN2CCN(/N=C/c3ccc(C(F)(F)F)cc3)CC2)cc1	-3%	8%	0.0%	-7%

cpd	KinaseGlo FLuc	HTT aggregate	L3MBTL1 inh
25	2%	-16%	8%
26	0%	-11%	-5%
27	0%	14%	-2%
28	2%	-14%	-6%
29	10%	12%	-8%
30	15%	2%	/
31	2%	-19%	?
32	/	?	-10%
33	2%	5%	5%
34	-1%	-10%	/
35	-3%	-2%	-3%
36	-2%	2%	1%

Next section:
cpd	Molecule	CBFb RUNX1 block	NPSR antag	Epigenetic reg	IMPase Li inh
37	COc1ccc(C(C)=O)cc1CSc1nnc2c(Cl)cc(Cl)cn12	0%	15%	0.0%	9%
38	Cc1ccccc1N=C/C=C1\N(C)c2ccccc2C1(C)C	/	10%[46.1 µM]	0.0%	31%[activator][38.3 µM]
39	CCOC(=O)NN1C(=O)c2ccccc2NC1c1ccc(N(C)C)cc1 (configuration not stated)	3%	-2%	-0.1%	1%
40	Cc1ccc(OCC(=O)NCCN2CCOCC2)cc1C	2%	6%[46.1 µM]	0.4%	-8%[38.3 µM]
41	O=C(Oc1cc(=O)oc2ccccc12)c1cccnc1Cl	-1%	12%	-2.5%	0%
42	Cn1c(=O)[nH]c(=O)c2c1nc(CN(Cc1ccccc1)Cc1ccccc1)n2CCN1CCOCC1	5%	-18%[46.1 µM]	0.0%	-4%[38.3 µM]
43	Cc1ccccc1N/C(=N/S(=O)(=O)c1ccccc1)c1ccc(F)cc1	-2%	-14%	3.0%	/
44	CCCCCCCC/C=C\CCCCCCCC(=O)OC[C@H](CO)OC(C)=O	1%&25%	/	0.0%&-1.1%	6%&2%
45	N#CCSc1nnc(Nc2ccccc2)s1	-1%	-1%[46.1 µM]	11%	15%[38.3 µM]
46	COC(=O)c1cc(OC)c(OC)cc1NC(=O)Nc1ccc(OC)cc1	-1%	-7%[46.1 µM]	1.7%	25%[38.3 µM]
47	CC1CC(=O)C2=C(C1)Nc1ncnn1C2c1ccccc1 (configuration not stated)	-5%	-8%[46.1 µM]	-1.0%	28%[38.3 µM]
48	Nc1cc(=O)[nH]c(SCC(=O)N2CCc3ccccc3C2)n1	?	5%[46.1 µM]	-1.2%	9%[38.3 µM]

cpd	KinaseGlo FLuc	HTT aggregate	L3MBTL1 inh
37	4%	-1%	-6%
38	-2%	14µM*	/
39	2%	3%	4%
40	-2%	-12%	11%
41	2%	-5%	38%[activator]
42	-3%	7%	-5%
43	/	23%[9.22 µM]	-1%
44	2%	/	/
45	-7%	11%	/
46	20%	15%	/
47	-2%	11%	/
48	-6%	4%	0%

Ordered by length of the SMILES (rising): part of the list above
cpd	Molecule	CBFb RUNX1 block	NPSR antag	Epigenetic reg	IMPase Li inh
33	Cc1ccc(S(=O)(=O)NC2=NCCCCC2)cc1	-1%	17%	1.0%	7%
32	COc1ccc(OCC(=O)N/N=C2\CCCc3ccccc32)cc1	-3%	-14%[46.1 µM]	-0.9%	/
20	Cc1ccc(C)c(/C=N/Nc2nc3ccccc3c(=O)n2O)c1	5%	-7%	-0.4%	/
8	Cc1c(=O)n(OCc2ccc(Cl)cc2)c2ccccc2[n+]1[O-]	-4%	-4%	146%	6%
1	C/C(=N\NC(=O)c1ccccc1)c1ccc(NC(=O)c2cccs2)cc1	3%	-16%[46.1 µM]	0.9%	/
29	Cc1ccc(CN2CCN(/N=C/c3ccc(C(=O)O)cc3)CC2)c(C)c1	-4%	-22%	-3.4%	3%

cpd	KinaseGlo FLuc	HTT aggregate	L3MBTL1 inh
33	2%	5%	5%
32	/	?	-10%
20	/	10%[9.22 µM]	/
8	-4%	1%[9.22 µM]	-6%
1	/	-3%	-6%
29	10%	12%	-8%

Later entries:
cpd	Molecule	CBFb RUNX1 block	NPSR antag	Epigenetic reg	IMPase Li inh
49	Cc1ccsc1/C=N/NC(=O)CNC(=O)c1ccc(S(=O)(=O)N2CCOCC2)cc1	3%	-3%	-0.5%	4%
50	CC(C)(C)NC(=S)NCc1ccncc1	2%	-13%	-1.2%	-1%
51	CS(=O)(=O)c1nc2c(cc1C#N)CCCC2	1%	10%	-1.3%	3%
52	Cn1c(=O)c2[nH]c(CNCc3ccccc3Cl)nc2n(C)c1=O	?	-15%[46.1 µM]	2.2%	20%[38.3 µM]
53	Cc1cc(C(=O)NC(C)C2CCCO2)no1 (configuration not stated)	9%	6%	-0.6%	1%
54	NC(=O)c1ccc(-n2nnnc2SCc2ccccc2)cc1	1%	-17%[46.1 µM]	-0.9%	15%[38.3 µM]
55	COC(=O)[C@@]1(Cc2ccccc2)[C@H]2c3cc(C(=O)N4CCCC4)n(Cc4ccc(S(C)(=O)=O)cc4)c3C[C@H]2CN1C(=O)c1ccccc1	6%	/	1.7%	6%

cpd	KinaseGlo FLuc	HTT aggregate	L3MBTL1 inh
49	-1%	8%	9%
50	/	-12%[9.22 µM]	3%
51	-6%	4%[9.22 µM]	-3%
52	0%	-1%	-11%
53	1%	12%	7%
54	-1%	19%	/
55	-4%	/	/
